RGS12 GoLoco inh = RGS12 GoLoco-Gai1 interaction inhibition. Potency, µM (doses to about 61.6 µM), without a hit: at the highest dose activity, negative = inhibition, most hits filed as inhibitors. Gai1:RGS12 GoLoco peptide FP, rhodamine, 10 min. actives 0.44% (n = 230,000). P63096; active = well fitted inhibition curve with a large enough effect, not every such curve was filed as active; inactive = no such curve, though single readings can be large or run the other way; note: % is set by controls: 0 for no effect and ±100 for the full control effect; nearly all actives have a fitted effect of over 30% in size; many of its hits are not listed in these tables
Target sequence (P63096 whole entry, looked up): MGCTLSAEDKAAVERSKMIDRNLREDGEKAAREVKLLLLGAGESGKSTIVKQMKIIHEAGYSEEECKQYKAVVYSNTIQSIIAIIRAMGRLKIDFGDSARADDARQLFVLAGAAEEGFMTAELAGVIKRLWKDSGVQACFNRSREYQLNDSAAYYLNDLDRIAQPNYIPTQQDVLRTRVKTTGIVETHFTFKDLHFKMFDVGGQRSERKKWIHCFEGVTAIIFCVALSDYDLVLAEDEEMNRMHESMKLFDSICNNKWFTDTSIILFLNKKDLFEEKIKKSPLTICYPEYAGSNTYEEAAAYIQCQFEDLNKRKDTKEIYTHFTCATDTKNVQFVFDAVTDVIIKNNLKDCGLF
Epigenetic reg = regulators of epigenetic silencing causing reporter derepression in mouse cells; murine LDR cells, GFP reporter derepression, 30 h; Potency, µM (series often up to 53.9 µM), inactives show at the top dose GFP activation, most hits filed as activators; actives 0.2% (n = 280,000); AID 1865; note: % of control where 0% means no effect; nearly all actives have a fitted effect of over 60% in size
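Derepression of a silenced CMV-GFP reporter in murine LDR cells is scored by enumerating GFP-positive cells with a laser-scanning microplate cytometer after 30 hours of treatment at 37 C.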
IMPase Li inh = cell-permeable IMPase inhibitors with lithium potentiation; actives 0.35% (n = 210,000); CHO-M1 cells, IP1 TR-FRET (IP-One), carbachol + lithium; Potency, µM (series often up to 59.4 µM), without a hit: at the highest dose activity, negative = IMPase inhibition, most hits filed as inhibitors; AID 1457;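 note: IP1 builds up when IMPase is blocked and the TR-FRET signal falls; plate controls were basal vehicle for no effect and high inhibitor control for full effect; nearly all actives have a fitted effect of over 50% in size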
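CHO cells stably expressing M1 receptor (2000/well, cultured 16–30 h) treated 30 min at 37C with compound plus low lithium. Cytosolic IP1 by TR-FRET (665/620 ratio and 620 channel) after 10 min lysis; AC50 by Hill fit.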
KDM4E inh = JMJD2E (human) inhibition. actives 1.6% (n = 230,000). Potency, µM (highest dose often 57.1 µM), for the others: at the top dose activity change, negative = inhibition, usual class: inhibitors. JMJD2E catalytic domain, FDH-coupled NADH fluorescence (FDH is formaldehyde dehydrogenase). B2RXH2; active = well fitted inhibition curve with a large enough effect, not every such curve was filed as active; inconclusive = small, poorly fitted or top-dose-only effect, or another doubt; inactive = no such curve, though single readings can be large or run the other way;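 note: 0% = wells with enzyme and -100% = buffer wells without enzyme; nearly all actives have a fitted effect of over 50% in size; many of its hits are not listed in these tables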
Luc counter = counter-screen: inhibitors of Kinase-Glo firefly luciferase; Kinase-Glo luciferase, ATP luminescence, 8 min; actives 0.28% (n = 200,000); Potency, µM (highest dose often 38.3 µM), inactives show top-dose activity change, negative = inhibition, most hits filed as inhibitors; note: % is set by controls: 0 for no effect and ±100 for the full control effect; nearly all actives have a fitted effect of over 60% in size
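Kinase-Glo luciferase light output from ATP and luciferin was measured with 10 uM ATP, within the enzyme's linear range. Buffer: 50 mM imidazole pH 7.2, 50 mM KCl, 7 mM MgCl2, 0.01% Tween 20, 0.05% BSA; luminescence read after 8 min at ambient temperature.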
RECQ1 inh = RECQ1 (human) helicase inhibition. P46063. RECQ1 DNA unwinding, red fluorescence kinetic read. Potency, µM (highest dose often 57.3 µM), for inactives: top-dose activity, negative = inhibition, hits mostly inhibitors. actives 0.54% (n = 240,000);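 note: plate controls were vehicle for no effect and no enzyme for full effect; nearly all actives have a fitted effect of over 30% in size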
Target sequence (P46063 whole entry, looked up): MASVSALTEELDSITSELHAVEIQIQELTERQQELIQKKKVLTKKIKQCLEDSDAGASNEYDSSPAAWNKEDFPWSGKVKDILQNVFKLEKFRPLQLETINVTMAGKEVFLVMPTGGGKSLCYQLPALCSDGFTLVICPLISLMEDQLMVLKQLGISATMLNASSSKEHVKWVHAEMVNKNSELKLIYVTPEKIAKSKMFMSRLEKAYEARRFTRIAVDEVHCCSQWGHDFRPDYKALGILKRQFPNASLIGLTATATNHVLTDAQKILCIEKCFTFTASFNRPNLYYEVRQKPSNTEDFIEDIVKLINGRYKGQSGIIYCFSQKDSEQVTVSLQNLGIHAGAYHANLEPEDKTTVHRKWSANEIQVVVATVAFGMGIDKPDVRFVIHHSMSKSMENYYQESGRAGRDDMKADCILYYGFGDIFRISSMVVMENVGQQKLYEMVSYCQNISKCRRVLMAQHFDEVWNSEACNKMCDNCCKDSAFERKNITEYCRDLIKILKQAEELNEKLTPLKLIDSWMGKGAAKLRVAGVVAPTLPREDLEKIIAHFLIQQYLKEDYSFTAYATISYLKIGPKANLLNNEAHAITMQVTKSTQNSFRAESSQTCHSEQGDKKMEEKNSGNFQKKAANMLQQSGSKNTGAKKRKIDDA
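RECQ1T1 50 nM; forked duplex (20 bp + 30-nt ss tails) 200 nM, ATP 2 mM final; pH 8.0, 2 mM MgCl2, 2.5 ug/ml poly(dI-dC); 15 min compound preincubation; discontinuous kinetic read over 2 h at RT.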
SMN2 splice enh = enhancers of SMN2 splice variant expression; HEK293 SMN2-luciferase splicing reporter, luminescence, 30-36 h; Potency, µM (series often up to 46.1 µM), for the others: at the top dose activity change, positive = activation, usual class: activators; actives 2.8% (n = 210,000); AID 1458; note: % of control where 0% means no effect; nearly all actives have a fitted effect of over 55% in size
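HEK293 cells carry an SMN2 […]–luciferase reporter in which exon 7 inclusion puts luciferase in frame. Cells were plated 10-12 h before compound addition, then incubated 30-36 h at 37C. ONE-Glo luminescence was read; sodium butyrate at 4.5 mM final served as control.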
NPSR antag = antagonists of human neuropeptide S receptor cAMP signaling | actives 1% (n = 220,000) | Potency, µM (series often up to 38.3 µM), inactives show top-dose activity change, negative = inhibition, hits mostly inhibitors | Q6W5P4 | CHO-NPSR cells, cAMP TR-FRET, antagonist mode; note: % is set by controls: 0 for no effect and ±100 for the full control effect; nearly all actives have a fitted effect of over 50% in size; many of its hits are not listed in these tables
* = called active by the depositor; i = inactive; ? = inconclusive; nt = no result given; & = joins results of further samples; [ ] = dose if it differs, or a comment. Unless noted, calls come from the whole dose curve; as a rule, active = well fitted curve in the direction sought with a large enough effect; inconclusive = small, poorly fitted or top-dose-only effect, or another doubt; inactive = no such curve, though single readings can be large; an effect the other way counts as inactive or inconclusive. Potency is the fitted concentration of half-maximal effect.

Every second line gives: SMN2 splice enh | IMPase Li inh | KDM4E inh | NPSR antag | RGS12 GoLoco inh | RECQ1 inh | Luc counter | Epigenetic reg
1) CC1CCCC(C)N1S(=O)(=O)c1ccc(NC(=O)CNCC2CCCO2)cc1 (stereo not given)
    -11.4% | 4.7%[38.3 µM] | -4.6% | 12.0%[7.67 µM] | 4.4% | i | 0.2% | 0.5%
2) Cc1ccc(Cl)cc1N1CCN(CC(=O)NC2CCCc3ccccc32)CC1 (stereo not given)
    -16.1% | 15.4% | -7.8% | ? | 2.2% | -3.4% | 4.2% | 3.2%
3) CCN(CC)S(=O)(=O)c1cc(Br)ccc1OC
    2.6% | -8.0%[38.3 µM] | -3.4% | -11.0%[46.1 µM] | 4.1% | -4.3% | -2.9% | 0.8%
4) CCCC/C(O)=C/c1nc2ccccc2[nH]c1=O
    -1.0% | -12.2% | ? | -20.8%[46.1 µM] | 45.5%[activator] | -11.0% | 4.8% | 0.0%
5) O=C(c1ccccc1F)N1CCCC(c2ccccc2)C1 (stereo not given)
    1.4% | 14.7% | 13.4% | -1.6% | 17.4% | -4.7% | -1.8% | -0.9%
6) O=C(N/N=C/c1ccccn1)c1cc(-c2ccncc2)nc2ccccc12
    -1.6% | 1.7% | ? | 1.2% | -11.8% | -8.1% | -2.1% | 1.1%
7) CCN(CC(N)=O)S(=O)(=O)c1ccc(Br)cc1
    -0.9% | 4.1%[38.3 µM] | 6.2% | ? | 6.7% | 2.9% | 0.2% | -0.8%
8) CN(C)c1ccc(C(CN)c2c[nH]c3ccccc23)cc1 (stereo not given)
    -72.1%[inhibitor] | 15.5% | -24.3% | -16.5% | 20.8% | -6.3% | 1.0% | -1.6%
9) Cc1cc(C)n(-c2cccc(F)n2)n1
    9.9% | -4.1% | -2.7% | 12.0% | -3.1% | -17.2% | 1.6% | 1.1%
10) COc1ccc(OC)c2sc(NNC(=O)C3COc4ccccc4O3)nc12 (stereo not given)
    -32.8%[inhibitor] | 10.1% | 7.7% | 9.2% | 0.6% | i | -2.6% | 2.6%
11) CCCN=CC1=C(O)CC(c2ccccc2)CC1=O (stereo not given)
    -2.5% | 6.3% | -2.8% | -8.3%[46.1 µM] | -6.8% | 1.3% | 9.0% | -1.1%
12) c1ccc(-c2ccc3nnnn3n2)cc1
    nt | nt | 3.6% | -5.2% | 2.4% | 20.7% | nt | -0.2%
13) CCCc1cc2c(cc1NC(=O)c1ccco1)OCO2
    7.8% | 7.6% | 2.3% | 4.5% | 14.7% | i | -0.6% | 1.1%
14) CC(C)C(=O)N(c1cc2sc(=O)oc2c2ccccc12)S(=O)(=O)c1cccs1
    -6.6% | 35.9%[38.3 µM] | 10µM* | ? | -15.5% | -5.5% | 18.3% | 10.1%
15) C/C(=C\c1ccccc1)C(=O)N1CCN(c2cccc(C(F)(F)F)c2)CC1
    -6.9% | 21.8% | -10.2% | -10.1% | 2.3% | -8.4% | -1.7% | 3.2%
16) CCCCCn1c(CN2CCN(c3cc(Cl)ccc3C)CC2)nc2c1c(=O)[nH]c(=O)n2C
    -65.9%[inhibitor] | 13.2%[38.3 µM] | 7.3% | ? | 24.9% | -1.8% | -4.7% | 1.4%
17) CN1CCN(c2ccccc2NC(=O)c2cccc(OCc3ccccc3)c2)CC1
    22.3% | 44.7%[activator][38.3 µM] | -4.0% | -5.3%[46.1 µM] | 3.5% | -3.3% | -13.3% | 0.0%
18) Cc1cc(C)c2[nH]c(O)c(N=NC(=O)c3cc4c(s3)CCCC4)c2c1
    -14.1% | 2.3% | -9.9% | -1.1% | 7.2% | -4.0% | 0.5% | 0.0%
19) CCCCCCCCCCCCCCCC(=O)OC/C=C(C)/C=C/C=C(C)/C=C/C1=C(C)CCCC1(C)C
    4.9% | 12.8% | -9.5% | nt | 0.8% | i | -4.5% | 4.0%
20) Cc1cc(NS(=O)(=O)c2ccc(NC(=O)Nc3ccc4c(c3)OCO4)cc2)no1
    ? | 7.0% | -2.7% | -1.8%[46.1 µM] | -3.1% | -2.2% | 1.8% | 0.1%
21) CCC(C)C(NS(=O)(=O)c1ccc(C)cc1)C(=O)Oc1ccc2c3c(c(=O)oc2c1)CCC3 (stereo not given)
    -18.6% | 4.0%[38.3 µM] | ? | ? | -9.6% | -15.1% | -1.5% | -1.4%
22) CC(=O)c1ccc(C(C)(C)c2ccc(C(C)=O)s2)s1
    -18.5% | 11.0%[38.3 µM] | 3.6% | -20.5%[46.1 µM] | 7.0% | -22.3% | -0.4% | 3.3%
23) Cc1cccc(N(C)C(=S)Oc2ccc3ccccc3c2)c1
    -15.7% | 11.2%&5.6%&3.0% | 5.5% | -52.0% | 9.4% | -6.0% | 0.3% | 0.3%
24) CCc1c(C)c(C#N)c2[nH]c3ccccc3n2c1=S
    nt | nt | ? | -1.2%[7.67 µM] | -29.8% | i | nt | 0.0%
25) CN1C(=O)C(O)(CC(=O)c2ccccn2)c2cc(Br)ccc21 (stereo not given)
    2.2% | 27.9%[38.3 µM] | -5.5% | 5.0%[46.1 µM] | 0.1% | 6.6% | -8.0% | 1.9%
26) CC(=O)NC1C(=O)N=C(SCC(=O)Nc2cccc(Cl)c2)NC1=O (stereo not given)
    5.2% | 5.5% | 1.4% | 13.3% | -7.9% | 1.7% | -3.5% | -0.1%
27) CCOCC(=O)Nc1c(C)n(C)n(-c2ccccc2)c1=O
    nt | 2.2% | 10.2% | -7.8% | 2.9% | 9.5% | 0.1% | 8.5%
28) O=Cc1c(-c2ccccc2)nc2ccccn12
    nt | nt | 3.7% | -9.2% | 10.6% | -3.9% | nt | 0.1%
29) O=C(CSc1nccc(=O)[nH]1)NCc1ccco1
    nt | nt | -4.9% | -11.5% | 10.3% | -13.3% | nt | 6.7%
30) COc1ccccc1C(=O)Nc1c(C)cc(Br)cc1C
    21.0% | 0.8% | 1.5% | -32.9% | -13.2% | i | 3.9% | -1.2%

A draw from above in order of heavy-atom count, high to low.
Every second line gives: SMN2 splice enh | IMPase Li inh | KDM4E inh | NPSR antag | RGS12 GoLoco inh | RECQ1 inh | Luc counter | Epigenetic reg
23) Cc1cccc(N(C)C(=S)Oc2ccc3ccccc3c2)c1
    -15.7% | 11.2%&5.6%&3.0% | 5.5% | -52.0% | 9.4% | -6.0% | 0.3% | 0.3%
13) CCCc1cc2c(cc1NC(=O)c1ccco1)OCO2
    7.8% | 7.6% | 2.3% | 4.5% | 14.7% | i | -0.6% | 1.1%
24) CCc1c(C)c(C#N)c2[nH]c3ccccc3n2c1=S
    nt | nt | ? | -1.2%[7.67 µM] | -29.8% | i | nt | 0.0%

Further results
Every second line gives: SMN2 splice enh | IMPase Li inh | KDM4E inh | NPSR antag | RGS12 GoLoco inh | RECQ1 inh | Luc counter | Epigenetic reg
31) CCCCC(=O)NC(NC(=S)N1CCCCCC1)C(Cl)(Cl)Cl (stereo not given)
    -7.6% | 1.2% | 11.9% | 1.4% | 6.5% | -0.7% | -1.8% | 0.0%
32) CCCNC(=O)NC(=O)CSc1nnc(C)n1N
    -16.2% | 5.8%[38.3 µM] | 6.1% | -8.0%[46.1 µM] | 0.7% | i | -3.1% | -0.5%
33) Cc1ccc2c(Cl)cc(Cl)c(OCC(=O)NCCc3ccccn3)c2n1
    1.5% | 5.5% | ? | -34.5% | 11.5% | -1.3% | -1.0% | -2.6%
34) COc1cccc(C(=O)NCc2ccc3[nH]c(C)cc3c2)c1
    11.8% | -4.4% | -5.3% | -16.0% | -4.7% | -13.8% | -2.8% | -3.2%
35) COc1ccc(/C=N/Nc2nccnc2Cl)c(OC)c1
    27.1% | 11.4% | -8.9% | -12.0% | 10.1% | i | 12.6µM* | 5.4%
36) CCC(C)C(NC(=O)C1CCC(C)CC1)C(=O)NC1CCN(Cc2ccccc2)CC1 (stereo not given)
    nt | -2.6% | -2.8% | -23.3% | 0.0% | -12.0% | nt | -1.2%
37) Cc1nc(NC(=O)c2ccccc2)sc1-c1csc(Nc2cccc(F)c2)n1
    -14.3% | 19.2%[38.3 µM] | ? | ? | -2.0% | -10.2% | -1.2% | -1.9%
38) O=C(COC(=O)c1ccccc1NC(=O)c1ccco1)NCCC1=CCCCC1
    6.5% | 29.2%[38.3 µM] | ? | ? | -12.5% | 2.6% | 4.0% | 1.0%
39) O=C(c1ccncc1)N1CCC2(CCN(Cc3ccccc3)CC2)CC1
    -6.2% | 36.9%[activator] | nt | nt | -5.3% | -5.0% | -0.7% | nt
40) CC(=O)OCc1c(C(F)(F)F)nn(C)c1SCc1ccc(Cl)cc1
    -39.5%[inhibitor] | 30.9%[activator][38.3 µM] | -0.9% | -5.0%[46.1 µM] | 12.4% | 18.1% | 1.7% | 0.1%
41) COc1ccccc1OCC(=O)/C=C1/N(C)c2ccccc2C1(C)C
    -99.7%[inhibitor] | 26.3% | ? | -21.6% | 241.1%[activator] | -9.1% | -3.7% | -2.6%
42) Cc1ccc(/C=C2/NC(=O)N(Cc3ccccc3)C2=O)s1
    -7.8% | 0.0%[38.3 µM] | -20.1% | 0.6%[46.1 µM] | 132.1%[activator] | -8.2% | -1.9% | 25.1µM*
43) Cc1ccc(NC(=O)CSc2nnc(CSc3nc(C)cc(C)n3)n2Cc2ccco2)c(C)c1
    -21.6% | 28.6%[38.3 µM] | -4.7% | -10.8%[46.1 µM] | 7.5% | 1.4% | -0.3% | 0.0%
44) Cc1ccc(CCNC(=O)CCS(=O)(=O)c2ccc(Br)cc2)cc1
    4.6% | -0.5% | 8.8% | 8.7% | 6.4% | -4.4% | 2.1% | -3.9%
45) COc1cc2cc(/C=C/C(=O)c3ccco3)c(Cl)nc2cc1OC
    ? | ? | ? | -25.1%[46.1 µM] | 19.3% | -9.3% | -5.6% | ?
46) CCS(=O)(=O)n1nc(-c2ccccc2)nc1N
    3.0% | -3.6% | -4.0% | 11.7%[46.1 µM] | 8.2% | -2.6% | 1.4% | 1.3%
47) CC1CCCCC1NC(=O)C(Cc1ccccc1)NS(=O)(=O)c1cccs1 (stereo not given)
    -2.4% | 4.2%[38.3 µM] | 3.1% | -17.5%[46.1 µM] | 1.3% | -6.2% | -4.6% | -0.2%
48) COc1ccc(NC(=O)c2cc(Cl)ccc2NC(=O)c2ccco2)c(OC)c1
    -1.6% | 19.5%[38.3 µM] | ? | -23.5%[46.1 µM] | 0.2% | -6.9% | 6.2% | -3.0%

The list is partial (hit frequency here may not be typical).
